High-throughput results (PubChem BioAssay)
D3 antag: qHTS of D3 Dopamine Receptor Antagonist: qHTS; D(3) dopamine receptor (Homo sapiens), P35462; max response, negative = inhibition, %; AID 652054, 2013; 2.5% of 360,000 active; D3R cells, DiscoveRx beta-arrestin luminescence, antagonist mode; active compounds read low; in the data active = max response below about -50%; inconclusive = no clear call, values can overlap the other calls; also: % is scaled to controls: 0 for no effect and ±100 for the full control effect; mostly tested at two doses, the higher about 12 µM
Target sequence (P35462 whole entry, looked up): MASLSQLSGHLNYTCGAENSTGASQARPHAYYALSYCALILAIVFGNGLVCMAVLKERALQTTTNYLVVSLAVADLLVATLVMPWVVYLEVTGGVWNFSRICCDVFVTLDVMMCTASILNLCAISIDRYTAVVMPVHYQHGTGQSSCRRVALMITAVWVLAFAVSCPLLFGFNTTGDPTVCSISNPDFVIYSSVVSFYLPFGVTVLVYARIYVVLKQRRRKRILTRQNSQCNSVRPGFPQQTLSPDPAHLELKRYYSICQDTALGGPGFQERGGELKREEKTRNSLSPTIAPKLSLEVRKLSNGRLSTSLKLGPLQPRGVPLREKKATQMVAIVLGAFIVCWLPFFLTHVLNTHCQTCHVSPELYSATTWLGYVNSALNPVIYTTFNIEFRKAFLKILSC
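Cells plated overnight at 1500 cells/well, then exposed to library compounds with dopamine controls for 90 minutes at 37 degrees C. DiscoveRx reagent added for 30–60 minutes at room temperature; luminescence read, quantitative HTS format.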
GLP1R inv ag: qHTS of GLP-1 Receptor Inverse Agonists (Inhibition Mode) | Glucagon-like peptide 1 receptor (Homo sapiens), P43220 | 1.6% of 410,000 active | HEK293 GLP-1R CRE-luciferase, luminescence, 24 h; GLP-1R form is constitutively active | AID 624417, 2012 | Potency, µM (doses to about 38.3 µM), for inactives: at the top dose activity change, negative = inhibition, usual class: inhibitors; also: potency is read from the fitted curve at half-maximal effect; % is scaled to controls: 0 for no effect and ±100 for the full control effect; nearly all actives have a fitted effect of over 55% in size
Target sequence (P43220 whole entry, looked up): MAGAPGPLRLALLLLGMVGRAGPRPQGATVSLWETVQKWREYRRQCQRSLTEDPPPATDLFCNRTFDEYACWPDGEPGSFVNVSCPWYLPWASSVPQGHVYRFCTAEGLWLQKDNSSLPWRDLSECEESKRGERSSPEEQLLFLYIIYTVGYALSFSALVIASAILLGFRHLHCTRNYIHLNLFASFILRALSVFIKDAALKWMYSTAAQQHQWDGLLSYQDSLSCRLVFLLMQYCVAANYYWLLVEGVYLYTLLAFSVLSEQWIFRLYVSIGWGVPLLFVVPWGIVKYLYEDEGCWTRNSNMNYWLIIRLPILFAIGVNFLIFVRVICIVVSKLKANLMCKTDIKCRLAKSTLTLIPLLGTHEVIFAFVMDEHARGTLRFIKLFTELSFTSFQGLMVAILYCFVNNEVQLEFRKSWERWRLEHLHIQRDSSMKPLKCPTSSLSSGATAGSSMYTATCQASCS
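qHTS in 1536-well format: reporter HEK293 cells expressing constitutive GLP-1R activity in DMEM + 10% Nu serum, 24 hr with compounds at 37 deg C, luminescence read after 12 min with detection reagent.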
WRN helicase inh: qHTS for Inhibitors of WRN Helicase | Bifunctional 3'-5' exonuclease/ATP-dependent helicase WRN (Homo sapiens), Q14191 | WRN helicase unwinding, fluorescent forked duplex, kinetic | Potency, µM (doses to about 114 µM), for inactives: at the highest dose activity change, negative = inhibition, usual class: inhibitors | 0.46% of 360,000 active; also: potency is read from the fitted curve at half-maximal effect; % is scaled to controls: 0 for no effect and ±100 for the full control effect; nearly all actives have a fitted effect of over 55% in size
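Fluorescence dequenching readout, ex 525 nm/em 598 nm, kinetic mode: forked duplex DNA (100 nM final) with adjacent fluorophore and quencher unwound by WRN (20 nM final) with 2 mM ATP. Compound preincubation 15 min, room temperature.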
GLP1R cytotox: qHTS of GLP-1 Receptor Inverse Agonists: Cytotox Screen | HEK293 cAMP-luciferase reporter cells, luminescence, 24 h | Potency, µM (highest dose often 38.3 µM), without a hit: top-dose activity change, negative = inhibition, hits mostly inhibitors | 0.13% of 410,000 active;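 also: loss of luciferase light is scored as toxicity; potency is read from the fitted curve at half-maximal effect; % is scaled to controls: 0 for no effect and ±100 for the full control effect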
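Compound-treated cells are incubated 24 hr at 37 deg C under 5% CO2 after a 12 hour attachment period, then luciferase detection reagent is added and luminescence is measured following 12 min at room temperature; lowered signal indicates toxicity.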
IL2 activator: qHTS of IL-2 Activators; IL-2 activation reporter assay, cell-based qHTS; stimulated with anti-CD3/CD4/CD28 beads; in transgenic mouse T cells; activation, % (series mostly up to about 46 µM); 0.065% of 360,000 active; AID 652025, 2013; in the data active = activation above about 50%; inconclusive = mostly about 30% to 49%; also: 0% is about no effect
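Unstimulated transgenic mouse T cells preincubated 60 min with compound, then stimulated with anti-CD3/anti-CD4-coated beads plus anti-CD28 for 18 h at 37 degrees C. IL-2 response read as EGFP and DsRed fluorescence by plate cytometry.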
D3 ag: qHTS of D3 Dopamine Receptor Agonist: qHTS; D3R DiscoveRx beta-arrestin cells, luminescence, 90 min; max activation, %; D(3) dopamine receptor (Homo sapiens), P35462; 0.58% of 410,000 active; in the data active = max activation above about 30%; also: 0% is about no effect; mostly tested at two doses, the higher about 12 µM
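Agonist-mode cell screen: cells plated at 1500/well and incubated overnight at 37 °C, then exposed to library compounds for 90 min at 37 °C. Detection reagent was added for 30–60 min at room temperature, and luminescence was read.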
GLP1R ag: qHTS of GLP-1 Receptor Agonists | HEK293 GLP-1R CRE-luciferase, luminescence, 4-6 h; cells express a hypersensitive GLP-1R form | Potency, µM (doses to about 45.6 µM), inactives show at the highest dose activation, usual class: activators | 0.007% of 380,000 active; also: potency is read from the fitted curve at half-maximal effect; % of control where 0% means no effect
PI5P4Ka inh: qHTS for Inhibitors of phosphatidylinositol 5-phosphate 4-kinase (PI5P4K). PI5P4Kalpha enzyme, ADP-Glo luminescence, 60 min; active compounds read low. Phosphatidylinositol 5-phosphate 4-kinase type-2 alpha (Homo sapiens), P48426. 1.2% of 330,000 active. max response, %; active = max response of -50% or lower; inconclusive = between -30% and -50%; inactive = -30% or higher; also: value at the top dose of about 77 µM; % is scaled to controls: 0 for no effect and ±100 for the full control effect
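Human PI5P4Kalpha with substrate in 0.038 M HEPES pH 7.4, 0.28 mM EGTA, 0.1% CHAPS, 5% DMSO; reaction started with 5 microM ATP (final), 60 min at room temperature. ADP formed read by ADP-Glo luminescence.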
PLK1 PBD inh: qHTS for Inhibitors of PLK1-PDB (polo-like kinase 1 - polo-box domain): Primary Screen; Serine/threonine-protein kinase PLK1 (Homo sapiens), P53350; Plk1 PBD binding of FITC phosphopeptide, fluorescence polarization; Potency, µM, for the others: max response, negative = inhibition, most hits filed as inhibitors; 2.8% of 360,000 active; AID 720504, 2013; also: potency is read from the fitted curve at half-maximal effect; series mostly up to about 57 µM; % is scaled to controls: 0 for no effect and ±100 for the full control effect; nearly all actives have a fitted effect of over 65% in size
The depositor's hits bear a star; ? = inconclusive; . = no result given; & = joins results of further samples; ! = repeats disagree; [ ] = remark or other dose. Unless noted, calls follow the shape of the dose curve; as a rule, active = well fitted curve in the direction sought with a large enough effect; inconclusive = small, poorly fitted or top-dose-only effect, or another doubt; inactive = no such curve, though single readings can be large; an effect the other way counts as inactive or inconclusive.

Values run as follows: IL2 activator, D3 antag, WRN helicase inh, D3 ag, PI5P4Ka inh, GLP1R cytotox, PLK1 PBD inh, GLP1R ag, GLP1R inv ag
- CCN(CC(=O)NCc1ccc(Cl)cc1)C(=O)/C=C/c1cc(OC)c(OC)c(OC)c1
    0.4, 2, 10%, 0, -4, 5%, -1%, 18%, 14%
- Cc1ccc(N2CS(=O)(=O)/C(=C/N(C)C)C2=O)cc1
    0.2, 13, -3%, -3, 8, 20%, -3%, -1%, -16%
- CC1(C)CC(=O)C=C(Nc2ccc([N+](=O)[O-])cc2)C1
    -2.3, 20, 6%, 6, -1, -23%, 1%, 3%, 16%
- O=C(COC(=O)c1ccc(O)cc1)NC1CCCC1
    0.7, 9, 3%, -1, -11, 2%, -11%, 0%, 5%
- O=C(c1cc(C(=O)N2CCCC2)cc([N+](=O)[O-])c1)N1CCCC1
    -3.3, 6, -4%, 3, 8, 14%, -2%, 0%, 3%
- O=c1[nH]c2ccccc2nc1-c1nnnn1C1CCCC1
    -0.3, 0, -2%, -9, 3, 85%[activator], -5%, -2%, 28%
- CCN(CC)S(=O)(=O)c1ccc(NC(=O)COc2c(OC)cccc2OC)cc1
    -1.9, 33, -2%, 1, -14, -33%, -14%, 12%, ?
- CCOC(=O)CSc1nc2ccccc2c(=O)n1-c1ccc(C)cn1
    -0.7, 1, 0%[57.1 µM], 4, 1, -5%, 2%, 12%, 3%
- COc1ccc(-c2nnc(SCC(=O)Nc3ccc4c(c3)OCCO4)n2N)cc1OC
    -1.7, 14, 3%, 0, ., 1%, -2%, -3%, 4%
- CN(CC(=O)Nc1ccccc1Cl)C(=O)CSc1nnc(N)s1
    2.0, 11, -10%[11.6 µM], 11, -14, -2%, -2%, 1%, -4%
- Cn1c(=O)c2c(SCC(=O)Nc3ccccc3F)nc(-c3ccccc3F)nc2n(C)c1=O
    -0.6, -3, -21%, 2, -10, -9%, -7%, -6%, 9%
- Cc1ccc(C)c(-c2cc(C(=O)N/N=C/c3cccnc3)c3ccccc3n2)c1
    -2.4, -13, -5%, 1, 2, 0%, -10%, 27%, 13%
- CO/N=C\CC(=O)Nc1ccc(F)cc1
    -2.0, 7, -4%, 6, 12, 7%, 6%, -8%, 0%
- N=C1C(c2nc3ccccc3c(=O)[nH]2)=C(O)CN1CCc1ccccc1
    -2.1, -4, -14%, -8, 2, -23%, 5%, -5%, 11%
- CCCN(CC(=O)Nc1ccc(F)c(F)c1F)C(=O)c1cc(S(=O)(=O)N(C)C)ccc1N1CCCC1
    2.6, -9, 1%, 2, 2, -3%, -7%, 0%, -2%
- CCN(CC)c1ccc(NC(=O)CCCOc2cccc(C)c2)cc1
    -0.9, 18, -4%, -6, 0, -1%, -6%, 0%, ?
- O=C1c2cccc3cccc(c23)C(=O)N1CCCCCc1n[nH]c(=S)o1
    0.2, ?, 100µM*, -19, ?, 13%, ?, 5%, -8%
- Cn1cnnc1SCC(=O)OCN1C(=O)c2ccccc2C1=O
    0.0, 13, 1%, -6, 10, -7%, -11%, 13%, 7%
- CC1CCN(C(=O)CSc2nnc(-c3ccco3)n2N)CC1
    -0.6, 16, 2%, 3, 3, 6%, -1%, 5%, 8%
- COc1ccccc1NS(=O)(=O)c1ccc(C(=O)NCc2ccc(S(N)(=O)=O)cc2)cc1
    -1.0, -9, 8%, -6, 1, -1%, -6%, 1%, -7%
- COc1ccc([C@H]2CC(=O)C=C(c3cccc(Br)c3)C2)cc1
    0.2, -19, 3%, -11, 6, -29%, -3%, 22%, ?
- COc1ccc(S(=O)(=O)NCc2ccc(C(=O)N3CCN(c4ccccn4)CC3)cc2)cc1
    -2.8, 23, 7%, 0, 0, 4%, 1%, -5%, 7%
- CCCn1c2ccc(C)cc2c2nnc(SCCN3CCCCC3)nc21
    0.4, -4, -4%, -9&-26, -6, -13%&1%, -21%, 15%, 7.1µM*!
- COc1ccc(S(=O)(=O)Nc2c(C)cc(C)cc2C)c2cccnc12
    1.9, 21, -2%, -6, -4, -17%, 2%, -2%, -12%
- O=C(COC(=O)c1c(F)cccc1F)Nc1ccc2[nH]c(=O)[nH]c2c1
    -4.2, 6, -29%, -13, -28, 1%, -8%, 10%, 43%[activator]
- CCOC(=O)c1sc(NC(=O)c2ccc(=O)[nH]c2)nc1C
    -3.8, -20, -32%, -6, -11, -2%, -6%, -1%, 18%
- COc1ccc(C(=O)Nc2nnc(SCC(=O)NC3CCCC3)s2)c(OC)c1
    -2.6, 24, 13%, 2, -2, 0%, 0%, 1%, 0%
- Cn1c(O)c(N=NC(=O)CNC(=O)c2ccccc2)c2ccccc21
    -2.3, -2, -7%, -7, 3, 5%, 4%, 13%, 29%
- CC(=O)Nc1ccc(CN(C)c2c(C)nc3ccc(C(=O)N4CCN(c5ccccc5)CC4)cn23)cc1
    -0.9, 13, -6%, -3, -6, -5%, 1%, -3%, -6%
- CS(=O)(=O)Nc1ccc(C(=O)N2CCc3ccccc3C2)cc1
    -0.4, 9, 1%, 2, 1, -7%, -14%, 1%, 4%
- O=C(Cn1c2ccccc2c(=O)c2ccccc21)Nc1cccc(F)c1
    2.9, 22, -1%, 2, -24, 52%[activator], 11µM*, 2%, 15%
- [O-][n+]1c2ccccc2c2n1CCN=C2c1ccc(Cl)cc1
    -0.6, 15, 13%, 0, 2, -37%, 2%, -8%, 5%
- Cc1cc(-c2nn(-c3ccccc3F)cc2CNCCc2cnc[nH]2)c(C)s1
    0.5, -21, -5%, -15, 5, -9%, -1%, 9%, -21%
- O=C(Nc1ccc(Cl)cc1)N1CCCN(Cc2ccccc2F)C1
    2.1, -13, 12%, -25, ., 6%, -5%, -5%, -2%
- C=CCOc1cccc(/C=C/c2nc3ccccc3c(=O)[nH]2)c1
    6.4, -5, -3%, 4, -1, 2%, -3%, -4%, 0%
- COc1cccc(NC(=O)Nc2cc(-c3cn4cccnc4n3)ccc2C)c1
    ., ., ., 6, ., -12%, ., 16%, -14%
- O=C(NCCC(=O)N1CCC2(CC1)NCCc1[nH]cnc12)c1cccc(Cl)c1
    -2.9, -13, 5%, -1, 0, -4%, -9%, 7%, -17%
- Cc1cccc(N(C)C(=O)CCNS(=O)(=O)c2ccc3c(c2)CCN3C(=O)C2CC2)c1
    ., ., ., -6, ., 2%, ., 8%, 5%
- COc1ccc(Cl)c2sc(N3CCN(C(C)=O)CC3)nc12
    0.8, 12, 9%, -15, 2, 4%, -4%, 0%, 4%
- CN1c2ccccc2C(O)=C(C(=S)Nc2ccc(Cl)cc2)S1(=O)=O
    2.0, -87*, -11%, 4, -28, -17%, ?, -8%, ?
- CCOc1cccc(C(=O)Nc2cccc(-c3nc4ncccc4o3)c2C)c1
    -0.5, -2, 8%, 3, -7, -2%, -9%, 3%, ?
- NC(=S)c1csc(CCNC(=O)c2ccccc2)n1
    -0.4, 9, 6%, 1, -4, -7%, 1%, -5%, 11%
- N#C/C(=C\c1ccccc1Cl)C(=O)Nc1ccccn1
    -0.2, 2, 7%, 3, -1, 0%, -15%, 4%, 5%
- CCOc1cc(S(=O)(=O)N2CCN(c3ccc(F)cc3)CC2)c(OCC)cc1-n1cnnn1
    4.0, -9, -11%[57.1 µM], -1, ., 5%, -6%, 1%, 6%
- Cc1cc(C)nc(-n2ncc3c2CC(c2ccc(C(C)C)cc2)CC3=O)n1 (centres undefined)
    -3.5, 44, -6%, 8, 4, ?, 0%, -4%, -7%
- Cc1cc(=O)c(C(=O)O)nn1-c1ccccc1F
    0.4, 3, 1%, 17, -1, -21%, 2%, 0%, -3%
- COC(CNC(=O)c1ccc(N2CCCC2=O)cc1)OC
    -3.5, -51*, -2%, 1, -1, 29%, -7%, -2%, 9%
- CCN(C(=O)CSc1nc2cc(C(F)(F)F)ccc2n1Cc1ccccc1)C1CCS(=O)(=O)C1 (centres undefined)
    -2.2, 4, 9%, -1, -1, -3%, -4%, -2%, 10%
- COCCCNC(=O)/C(C#N)=C/c1c(N2CCCCCC2)nc2ccccn2c1=O
    0.7, 17, 12%, -4, 4, 2%, -16%, 17%, 9%
- Cc1ccc(C)c(NC(=O)C2CCCN2C(=O)OC(C)(C)C)c1 (centres undefined)
    0.5, 63, 5%, 9, 30, -8%, -5%, -11%, 18%
- CCCCn1c(N)c(N(CCOC)C(=O)CSCc2ccc(Cl)c(Cl)c2)c(=O)[nH]c1=O
    -0.4, -15, -3%, -11, -3, 6%, -19%, 0%, -17%
- O=C(Nc1ccncc1)C1(c2ccccc2)CCCC1
    -0.5, 21, 0%, 6, ., -7%, -13%, -2%, 2%
- O=S(=O)(c1ccccc1)c1cnn2c(C(F)(F)F)cc(-c3ccccc3)nc12
    -1.2, 22, 1%, 3, -1, 9%, -4%, -12%, -8%
- COc1ccc(OC)c(CN2CCN(Cc3cc(=O)oc4cc(O)ccc34)CC2)c1
    0.3, -23, 1%, -23, 0, 489%[activator], -5%, 10%, -1%
